Screening results (PubChem)
p97 ATPase inh – blocks human p97 ATPase activity; P55072; recombinant p97 ATPase, Kinase-Glo ATP luminescence, 3 h; inhibition, % at 8 µM; actives 0.42% (n = 220,000); in the data active = inhibition above about 15%;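 note: 0% = DMSO vehicle and 100% = wells lacking enzyme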
RBBP9 inhibitor – inhibitors of human serine hydrolase RBBP9; O75884; recombinant RBBP9, FP-Rh probe fluorescence polarization; inhibition, % at 7.94 µM; actives 0.2% (n = 220,000); AID 1515;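 active = inhibition above the campaign mean of all tested compounds plus 3 SD, cut at about 14% in these data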;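 note: plate controls were DMSO wells with RBBP9 for no effect and wells lacking RBBP9 protein for full effect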
Target sequence (O75884 whole entry, looked up): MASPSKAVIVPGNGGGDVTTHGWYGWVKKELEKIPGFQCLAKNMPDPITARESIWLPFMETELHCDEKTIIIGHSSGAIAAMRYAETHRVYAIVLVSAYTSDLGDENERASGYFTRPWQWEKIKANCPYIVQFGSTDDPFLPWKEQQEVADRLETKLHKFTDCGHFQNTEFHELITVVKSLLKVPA
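System: RBBP9 protein | Quantity: 2.5 µM RBBP9 dispensing solution, before mixing | Reagent: FP-Rh probe, 375 nM dispensing solution | Timing: Enzyme-compound preincubation 30 min, then probe labeling 45 min, 25 °C | Measured by: Fluorescence polarization | Read-out: % inhibition | Replication: One well per compound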
NPY-Y2 PAM-ag – potentiates or activates human NPY-Y2 receptor | activation, % at 3.6 µM | cells expressing NPY-Y2, potentiator/agonist read-out | actives 0.45% (n = 220,000) | P49146; in the data active = activation above about 27%;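 note: cells stimulated with NPY near EC25 plus isoproterenol at EC100; 0% = vehicle plus submaximal agonist and 100% = vehicle plus saturating agonist; some results beyond the cut were filed as inactive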
Mdm2 ligase inh – blocks human Mdm2 ubiquitin ligase activity; cell-based MDM2 ubiquitination luciferase reporter, 2 h; 0 = plate control, 100 = twice control, blank-subtracted; Q00987; signal enhancement, % at 5 µM; actives 0.11% (n = 210,000);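 active = signal enhancement of 30% or more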;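 note: luminescence tracks abundance of the self-degrading MDM2-luciferase fusion protein; higher signal means inhibition of MDM2 E3 ligase activity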
Target sequence (Q00987 whole entry, looked up, the tested form may be a part): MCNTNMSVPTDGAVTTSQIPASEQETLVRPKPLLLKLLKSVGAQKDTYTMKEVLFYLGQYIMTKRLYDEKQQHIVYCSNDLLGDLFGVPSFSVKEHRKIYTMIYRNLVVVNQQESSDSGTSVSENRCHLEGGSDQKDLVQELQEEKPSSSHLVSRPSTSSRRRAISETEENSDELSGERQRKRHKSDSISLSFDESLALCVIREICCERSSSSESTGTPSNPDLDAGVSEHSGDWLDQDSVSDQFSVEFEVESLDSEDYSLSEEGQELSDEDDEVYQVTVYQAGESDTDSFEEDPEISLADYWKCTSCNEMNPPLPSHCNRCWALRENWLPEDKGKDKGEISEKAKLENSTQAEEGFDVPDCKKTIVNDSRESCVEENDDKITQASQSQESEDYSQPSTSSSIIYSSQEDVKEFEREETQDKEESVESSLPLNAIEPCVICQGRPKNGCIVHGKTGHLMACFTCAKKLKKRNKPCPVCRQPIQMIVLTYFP
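Material: Stable MDM2–luciferase fusion reporter cells | Amount: 2000 cells seeded into each well | Dosing: One concentration, 5 µM, with 0.2% DMSO | Incubation: 4 h cell settling then 2 h compound exposure, 37 °C | Measured by: Luciferase luminescence | Read-out basis: % enhancement relative to plate controls after blank subtraction | Benchmarks: Control and blank well means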
Runt-SMMHC FRET – blocks binding of human RUNX1 Runt domain to CBFb-SMMHC. actives 0.74% (n = 220,000). Cerulean-Runt/Venus-CBFb-SMMHC FRET ratio 530/480, 1 h. inhibition, % at 20 µM;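 active = mean inhibition across duplicate retests at 20 µM reaching about 50%, limit read from the data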;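 note: 0% = DMSO wells and 100% = wells with excess untagged CBFb-SMMHC; inhibitors lower the FRET ratio by blocking Runt binding to CBFb-SMMHC; some results filed as inactive read as strong as hits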
Hck Nef HTS – inhibitors of human Hck kinase activated by Nef | AID 463187 | Recombinant Hck-YEEI plus Nef, Z-Lyte FRET kinase assay | inhibition, % at 20 µM | actives 0.68% (n = 220,000) | P08631;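 active = Hck-Nef kinase inhibition above about 50%, limit read from the data; inactive = inhibition below that limit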;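 note: 0% = DMSO with Hck plus Nef and 100% = Hck alone without Nef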
NPY-Y1 PAM-ag – human NPY-Y1 potentiation or agonism, primary screen; NPY-Y1 expressing cells, potentiator/agonist activation; activation, % at 3.6 µM; actives 0.37% (n = 220,000); in the data active = activation above about 33%, passing the limit was not always enough;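 note: cells stimulated with NPY at EC10 then isoproterenol at EC100; 0% = low agonist plus stimulus and 100% = saturating agonist plus stimulus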
Target sequence (P25929 whole entry, looked up): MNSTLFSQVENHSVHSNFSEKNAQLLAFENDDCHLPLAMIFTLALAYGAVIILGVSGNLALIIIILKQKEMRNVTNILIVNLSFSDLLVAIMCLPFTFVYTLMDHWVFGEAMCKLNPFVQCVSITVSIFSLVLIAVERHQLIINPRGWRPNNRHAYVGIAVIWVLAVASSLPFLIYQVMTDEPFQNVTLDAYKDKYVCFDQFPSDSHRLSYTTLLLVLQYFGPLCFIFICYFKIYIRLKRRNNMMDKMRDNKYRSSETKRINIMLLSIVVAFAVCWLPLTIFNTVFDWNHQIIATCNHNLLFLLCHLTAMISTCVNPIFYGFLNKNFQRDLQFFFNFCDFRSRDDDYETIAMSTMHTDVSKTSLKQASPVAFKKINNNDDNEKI
Runt-CBFb FRET – Runt domain-CBFb interaction inhibition; Q01196+Q13951; Cerulean-Runt/Venus-CBFb FRET ratio 530/480, 1 h; inhibition, % at 20 µM; actives 0.46% (n = 220,000);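 active = inhibition over about 50% at 20 µM in the single-dose screen, limit read from the data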;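 note: 0% = DMSO wells and 100% = excess unlabeled CBFb competitor control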
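Doses: 20 µM compound in 1% DMSO | Material: Cerulean-labeled Runt domain protein | Amount: Each fluorescent fusion protein 100 nM | Schedule: Two 1 h room-temperature incubations shielded from light | Measured by: FRET fluorescence | Evaluation: Loss of energy transfer signal | Controls: Unlabeled CBFb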
NPY Y1 blocker – NPY-Y1 (human) receptor antagonism; HEK293-CNG Y1 cells, membrane potential fluorescence; NPY at EC95, then isoproterenol; AID 1040; actives 1% (n = 200,000); P25929; inhibition, % at 3.6 µM;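 active = inhibition above the campaign mean inhibition of all tested compounds plus 3 SD, cut at about 20% in these data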;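 note: 0% = DMSO wells given NPY plus isoproterenol and 100% = isoproterenol alone without NPY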
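Material: HEK293 Y1/CNG channel cell line; also added: NPY (25 nM), isoproterenol (1 µM), Ro 20-1724 (25 µM); doses: one concentration, 3.6 µM, in 0.4% DMSO; schedule: compound incubation 1 h at room temperature, readout 45 min post-stimulation; technique: membrane potential fluorescence; measure: fluorescence ratio normalized to % inhibition between controls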
An asterisk follows results filed as active.

How did Cc1ccc(S(=O)(=O)N/N=C/c2cc([N+](=O)[O-])ccc2O)cc1[N+](=O)[O-] do in these assays?
p97 ATPase inh: 5; RBBP9 inhibitor: -13; NPY-Y2 PAM-ag: 3; Mdm2 ligase inh: 3; Runt-SMMHC FRET: -2; Hck Nef HTS: 43; NPY-Y1 PAM-ag: 2; Runt-CBFb FRET: 1; NPY Y1 blocker: 6

Results for COc1ccc(C(=O)Cn2c(Cl)nc3c2c(=O)n(C)c(=O)n3C)cc1 ?
p97 ATPase inh: 6; RBBP9 inhibitor: -7; NPY-Y2 PAM-ag: -8; Mdm2 ligase inh: -18; Runt-SMMHC FRET: 0; Hck Nef HTS: 19; NPY-Y1 PAM-ag: 7; Runt-CBFb FRET: 0

What do the screens show for `CCOC(=O)c1c(CN2CCC(C)CC2)n(C)c2cc(Br)c(OC)cc12`?
p97 ATPase inh: -4; RBBP9 inhibitor: 1; NPY-Y2 PAM-ag: -11; Mdm2 ligase inh: -2; Runt-SMMHC FRET: 4; Hck Nef HTS: 16; NPY-Y1 PAM-ag: -68; Runt-CBFb FRET: -1

What do the screens show for `C=C(C)CNC(=S)N/N=C/c1c(F)cccc1F`?
p97 ATPase inh: -3; RBBP9 inhibitor: 0; NPY-Y2 PAM-ag: -9; Mdm2 ligase inh: -6; Runt-SMMHC FRET: -1; Hck Nef HTS: -9; NPY-Y1 PAM-ag: -19; Runt-CBFb FRET: -1; NPY Y1 blocker: -1

What do the screens show for `CCOc1cc(NC(=S)NCCCN2CCOCC2)c(OCC)cc1NC(=O)c1ccccc1`?
p97 ATPase inh: 3; RBBP9 inhibitor: 9; NPY-Y2 PAM-ag: -12; Mdm2 ligase inh: 8; Runt-SMMHC FRET: 2; Hck Nef HTS: 6; NPY-Y1 PAM-ag: 7; Runt-CBFb FRET: -1; NPY Y1 blocker: 0

How did Cc1cc(/C=C2\C(=N)N3C(SCc4ccccc4)=NSC3=NC2=O)c(C)n1Cc1ccccc1 do in these assays?
p97 ATPase inh: 3; RBBP9 inhibitor: -9; NPY-Y2 PAM-ag: 20; Mdm2 ligase inh: -17; Runt-SMMHC FRET: -54; Hck Nef HTS: 0; NPY-Y1 PAM-ag: 10; Runt-CBFb FRET: -203; NPY Y1 blocker: 1

What do the screens show for `O=C(Cn1c(C(F)(F)F)nc2ccccc21)Nc1ccccc1C(=O)O`?
p97 ATPase inh: 4; RBBP9 inhibitor: -3; NPY-Y2 PAM-ag: 3; Mdm2 ligase inh: -20; Runt-SMMHC FRET: 0; Hck Nef HTS: 22; NPY-Y1 PAM-ag: 13; Runt-CBFb FRET: 1; NPY Y1 blocker: 6

What do the screens show for `CC(=O)/C=C\c1cn(-c2ncc(C(F)(F)F)cc2Cl)c2ccccc12`?
p97 ATPase inh: 0; RBBP9 inhibitor: -6; NPY-Y2 PAM-ag: -22; Mdm2 ligase inh: -10; Runt-SMMHC FRET: 2; Hck Nef HTS: 1; NPY-Y1 PAM-ag: -3; Runt-CBFb FRET: -3; NPY Y1 blocker: 7

How did O=C(c1ccncc1)N1CCN(C(=O)c2cccc3ccccc23)CC1 do in these assays?
p97 ATPase inh: 0; RBBP9 inhibitor: -8; NPY-Y2 PAM-ag: 0; Mdm2 ligase inh: -2; Runt-SMMHC FRET: -3; Hck Nef HTS: 0; NPY-Y1 PAM-ag: 4; Runt-CBFb FRET: -1; NPY Y1 blocker: -2

What do the screens show for `COc1ccc(-n2c(SCC(=O)N3CCCC3)nc3ccccc3c2=O)cc1`?
p97 ATPase inh: 4; RBBP9 inhibitor: -9; NPY-Y2 PAM-ag: -1; Mdm2 ligase inh: -14; Hck Nef HTS: 22; NPY-Y1 PAM-ag: -10; NPY Y1 blocker: 1

How did COC(=O)[C@@]1(Cc2ccc(F)cc2)[C@@H]2[C@@H](CC(=O)[C@H]2CC(=O)C(=O)N(C)C)CN1C(=O)c1ccccc1 do in these assays?
p97 ATPase inh: 3; RBBP9 inhibitor: -2; NPY-Y2 PAM-ag: -15; Runt-SMMHC FRET: -4; Hck Nef HTS: 0; NPY-Y1 PAM-ag: 1; Runt-CBFb FRET: -2; NPY Y1 blocker: 2

What do the screens show for `C/C(N)=C(/C#N)C(=O)COC(=O)c1ccccc1Oc1ccccc1`?
p97 ATPase inh: 0; RBBP9 inhibitor: -7; NPY-Y2 PAM-ag: 7; Mdm2 ligase inh: -30; Runt-SMMHC FRET: -2; Hck Nef HTS: 7; NPY-Y1 PAM-ag: 0; Runt-CBFb FRET: 1; NPY Y1 blocker: 2

Results for COC(=O)Nc1nc(-c2ccccc2)c(C(=O)c2ccc(Cl)cc2)s1 ?
p97 ATPase inh: -4; RBBP9 inhibitor: -4; NPY-Y2 PAM-ag: -24; Mdm2 ligase inh: -10; Runt-SMMHC FRET: -1; Hck Nef HTS: 7; NPY-Y1 PAM-ag: -13; Runt-CBFb FRET: -2; NPY Y1 blocker: 6

How did CN(C)CC(O)CN1C(=O)NC(C)(C)C1=O (stereo unspecified) do in these assays?
p97 ATPase inh: 0; RBBP9 inhibitor: -5; NPY-Y2 PAM-ag: -9; Mdm2 ligase inh: 5; Hck Nef HTS: 17; NPY-Y1 PAM-ag: 26; NPY Y1 blocker: -5

Results for O=c1c([N+](=O)[O-])c(N2CCCCC2)c2ccccc2n1-c1ccccc1 ?
p97 ATPase inh: -2; RBBP9 inhibitor: -6; NPY-Y2 PAM-ag: 0; Mdm2 ligase inh: -11; Runt-SMMHC FRET: -3; Hck Nef HTS: 2; NPY-Y1 PAM-ag: -15; Runt-CBFb FRET: 0; NPY Y1 blocker: 3

How did CCOCC(=O)Nc1cc(C(=O)NCCc2ccccc2)ccc1Cl do in these assays?
p97 ATPase inh: 1; RBBP9 inhibitor: -5; NPY-Y2 PAM-ag: -31; Mdm2 ligase inh: 3; Runt-SMMHC FRET: -6; Hck Nef HTS: 18; NPY-Y1 PAM-ag: 1; Runt-CBFb FRET: -2; NPY Y1 blocker: 4

Results for Cc1ccc(C(=O)NCCN2CCCC2)cc1 ?
p97 ATPase inh: 1; RBBP9 inhibitor: -9; NPY-Y2 PAM-ag: -2; Mdm2 ligase inh: 6; Runt-SMMHC FRET: 0; Hck Nef HTS: 6; NPY-Y1 PAM-ag: -1; Runt-CBFb FRET: -3; NPY Y1 blocker: 5

How did Cc1cccc(C(=O)O/N=C(/c2ccccc2)c2ccncc2)c1 do in these assays?
p97 ATPase inh: -3; RBBP9 inhibitor: -7; NPY-Y2 PAM-ag: 5; Mdm2 ligase inh: -1; Runt-SMMHC FRET: -1; Hck Nef HTS: 17; NPY-Y1 PAM-ag: 4; Runt-CBFb FRET: -1; NPY Y1 blocker: -1

How did O=C(Cc1ccccc1)c1c[nH]c(C(=O)NCCCN2CCOCC2)c1 do in these assays?
p97 ATPase inh: 5; RBBP9 inhibitor: 2; NPY-Y2 PAM-ag: -3; Mdm2 ligase inh: -11; Runt-SMMHC FRET: 0; Hck Nef HTS: 7; NPY-Y1 PAM-ag: -4; Runt-CBFb FRET: -1; NPY Y1 blocker: 1

Results for CCN(CC)S(=O)(=O)c1ccc(Cl)c(C(=O)NC)c1 ?
p97 ATPase inh: 4; RBBP9 inhibitor: -3; NPY-Y2 PAM-ag: 1; Mdm2 ligase inh: -31; Runt-SMMHC FRET: -2; Hck Nef HTS: 0; NPY-Y1 PAM-ag: 10; Runt-CBFb FRET: -1; NPY Y1 blocker: 1

What do the screens show for `COc1ccc2nc(SCC(=O)NC(C)C)[nH]c2c1`?
p97 ATPase inh: 4; RBBP9 inhibitor: -10; NPY-Y2 PAM-ag: 4; Mdm2 ligase inh: -23; Runt-SMMHC FRET: 0; Hck Nef HTS: 0; NPY-Y1 PAM-ag: 1; Runt-CBFb FRET: 0; NPY Y1 blocker: 7

How did Cc1ccnc(NS(=O)(=O)c2cc([N+](=O)[O-])ccc2C)c1 do in these assays?
p97 ATPase inh: 4; RBBP9 inhibitor: 0; NPY-Y2 PAM-ag: -8; Mdm2 ligase inh: 12; Runt-SMMHC FRET: 0; Hck Nef HTS: 19; NPY-Y1 PAM-ag: 0; Runt-CBFb FRET: 0; NPY Y1 blocker: 5

Results for C=CCC(C(=O)OC)(C(=O)OC)c1ccc([N+](=O)[O-])cn1 ?
p97 ATPase inh: -2; RBBP9 inhibitor: 2; NPY-Y2 PAM-ag: -1; Mdm2 ligase inh: -13; Runt-SMMHC FRET: -3; Hck Nef HTS: 1; NPY-Y1 PAM-ag: 8; Runt-CBFb FRET: -3; NPY Y1 blocker: 2

How did COc1ccc(NC(=O)Cn2c(C(C)C)nc(C)cc2=O)cc1Cl do in these assays?
p97 ATPase inh: 3; RBBP9 inhibitor: 4; NPY-Y2 PAM-ag: -4; Mdm2 ligase inh: -8; Runt-SMMHC FRET: 2; Hck Nef HTS: 11; NPY-Y1 PAM-ag: 3; Runt-CBFb FRET: -1; NPY Y1 blocker: 9

Results for CN1/C(=C/C=C(/C#N)C(N)=O)C(C)(C)c2ccccc21 ?
p97 ATPase inh: 1; RBBP9 inhibitor: -8; NPY-Y2 PAM-ag: -10; Mdm2 ligase inh: -13; Runt-SMMHC FRET: -14; Hck Nef HTS: 2; NPY-Y1 PAM-ag: 1; Runt-CBFb FRET: 61*; NPY Y1 blocker: 4

How did COCCNC(=O)CN(Cc1ccc2c(c1)OCO2)C(=O)CCC(=O)Nc1nccs1 do in these assays?
p97 ATPase inh: 1; RBBP9 inhibitor: -10; NPY-Y2 PAM-ag: 6; Mdm2 ligase inh: 4; Runt-SMMHC FRET: -8; Hck Nef HTS: 4; NPY-Y1 PAM-ag: 15; Runt-CBFb FRET: 0; NPY Y1 blocker: 3

Results for Cc1cc(C)cc(NC(=O)CN2CCCN(S(=O)(=O)c3ccc(Br)s3)CC2)c1 ?
p97 ATPase inh: -5; RBBP9 inhibitor: -1; NPY-Y2 PAM-ag: -12; Mdm2 ligase inh: -7; Runt-SMMHC FRET: -6; Hck Nef HTS: -2; NPY-Y1 PAM-ag: -15; Runt-CBFb FRET: -6; NPY Y1 blocker: 8

How did O=C(Nc1cccc(C(=O)N2CCOCC2)c1)NC1CCCCC1 do in these assays?
p97 ATPase inh: 4; RBBP9 inhibitor: -2; NPY-Y2 PAM-ag: 5; Mdm2 ligase inh: -8; Runt-SMMHC FRET: 5; Hck Nef HTS: 1; NPY-Y1 PAM-ag: 1; Runt-CBFb FRET: -1; NPY Y1 blocker: -5
